Assay outcomes: PubChem BioAssay, NCI
Growth percent in the NCI-60 one-dose screen (48 h, 10 µM unless noted): 100 = growth as untreated, 0 = no growth, -100 = all killed.
CCRF-CEM = CCRF-CEM leukemia; 7% of 77,000 active; AID 1794778
RPMI-8226 = RPMI-8226 leukemia cells; 7.5% of 77,000 active
A549/ATCC = A549/ATCC NSCLC | 3.7% of 81,000 active | AID 1794740
HOP-62 = HOP-62 NSCLC; 3.9% of 80,000 active
EKVX = EKVX NSCLC; 3% of 71,000 active; AID 1794765
MOLT-4 = MOLT-4 leukemia cells. 6.9% of 80,000 active
HOP-92 = HOP-92 NSCLC cells; 6.3% of 71,000 active; AID 1794738
SR = SR leukemia cells. 8.7% of 73,000 active. AID 1794780
* hit, by the source's call; & = joins results of further samples. How the source made its calls: active means growth percent below 10; inactive means the rest.

Screening C/C(O)=C(/N=Nc1ccc(-c2nc3ccc(C)c(S(=O)(=O)O)c3s2)cc1)C(=O)Nc1ccccc1 returned CCRF-CEM 112.3, RPMI-8226 116.8, A549/ATCC 100.2, HOP-62 92.1, EKVX 161.9, MOLT-4 115.1 and HOP-92 98.0.
For COc1cccc(N2CCC(=O)NC2=S)c1 the results were CCRF-CEM 91.1, RPMI-8226 106.1, A549/ATCC 108.9, HOP-62 109.3, EKVX 103.0, MOLT-4 95.3, HOP-92 91.1 and SR 112.9.
`O=C(CSc1nc2ccccc2[nH]1)Nc1ccc(F)cc1` gave CCRF-CEM 92.2, RPMI-8226 87.7, A549/ATCC 94.7, HOP-62 83.0, EKVX 89.0, MOLT-4 102.1 and HOP-92 84.9.
CC(=O)OCC1OC(n2cnc3c(=O)[nH]cnc32)C(OC(C)=O)C1OC(C)=O (stereo not given) was read as CCRF-CEM 79.4&104.1, RPMI-8226 90.1&152.0, A549/ATCC 88.7&74.7, HOP-62 104.1&101.7, EKVX 101.5&107.8, MOLT-4 106.4&54.8, HOP-92 93.3 and SR 95.9&96.9.
For CC(=O)OCCNc1ccccc1 the results were CCRF-CEM 105.8, RPMI-8226 99.2, A549/ATCC 95.4, HOP-62 85.2, MOLT-4 111.0, HOP-92 89.8 and SR 115.7.
`COP(C)(=O)c1ccc(N(C)C)cc1` (stereo not given) gave CCRF-CEM 109.2, RPMI-8226 110.1, A549/ATCC 98.7, HOP-62 110.2, EKVX 92.2, MOLT-4 100.1 and HOP-92 114.6.
`CC[C@@H](C(=O)[C@@H](C)[C@@H](O)[C@H](C)[C@@H]1O[C@@H]([C@@H](CC)C(=O)OCC(F)(F)F)CC[C@@H]1C)C1O[C@]2(C=CC(=O)[C@]3(CC[C@@](C)([C@H]4CC[C@](O)(CC)[C@H](C)O4)O3)O2)[C@H](C)C[C@@H]1C` (stereo not given in full) gave CCRF-CEM 75.7, RPMI-8226 44.4, A549/ATCC 70.4, HOP-62 95.0, EKVX 79.8, MOLT-4 61.0, HOP-92 52.7 and SR 69.3.
`CC(=O)Nc1ccc(/C=C/c2ccc([N+](=O)[O-])cc2)cc1` gave CCRF-CEM 76.0, RPMI-8226 81.8, A549/ATCC 88.5, HOP-62 122.0, MOLT-4 75.0, HOP-92 98.3 and SR 84.7.
`ClCc1ccc(-c2ccc(Cn3cnc4nc(Cl)nc(Cl)c43)cc2)cc1` gave CCRF-CEM -48.5*, RPMI-8226 -55.8*, A549/ATCC -6.5*, HOP-62 8.1*, EKVX 82.7, MOLT-4 -42.5*, HOP-92 25.8 and SR -37.1*.
CCOC(=O)c1sc(/N=C2\NC(=O)/C(=C/c3ccc(N4CCOCC4)cc3)S2)nc1C was read as CCRF-CEM 121.2, RPMI-8226 110.6, A549/ATCC 91.2, HOP-62 100.7, EKVX 95.7, MOLT-4 101.1, HOP-92 81.8 and SR 111.8.
O=C(Nc1ccc(Cl)cc1)c1ccc(Cc2n[nH]c(=O)c3cccnc23)cc1 was read as A549/ATCC 105.3, HOP-62 104.3, EKVX 93.3, MOLT-4 84.8, HOP-92 88.5 and SR 109.5.
Screening COc1ccc(-n2nc(C(=O)Nc3ccc(C(F)(F)F)cc3)nc2-c2cc(OC)c(OC)c(OC)c2)cc1 returned CCRF-CEM 73.3, RPMI-8226 77.7, A549/ATCC 85.4, HOP-62 90.4, EKVX 71.2, MOLT-4 47.4 and HOP-92 74.4.
CCOC(=O)c1[nH]c(C)c([N+](=O)[O-])c1C was read as CCRF-CEM 101.2, RPMI-8226 109.2, A549/ATCC 79.0, HOP-62 84.3, EKVX 74.8, MOLT-4 101.1, HOP-92 98.1 and SR 104.1.
COc1cc(C(=O)CCCl)ccc1O was read as CCRF-CEM 105.8, RPMI-8226 92.0, A549/ATCC 101.7, HOP-62 111.9, EKVX 93.7, MOLT-4 99.5, HOP-92 95.6 and SR 96.9.
For N=C(N)c1ccc(-c2ccc(-c3ccc(Cl)cc3)o2)o1 the results were CCRF-CEM -20.3*, RPMI-8226 -6.5*, A549/ATCC -64.6*, HOP-62 52.4, EKVX 68.3, MOLT-4 -28.9*, HOP-92 39.5 and SR -28.8*.

Copied from the listing (4 entries):
Screening C/C(O)=C(/N=Nc1ccc(-c2nc3ccc(C)c(S(=O)(=O)O)c3s2)cc1)C(=O)Nc1ccccc1 returned CCRF-CEM 112.3, RPMI-8226 116.8, A549/ATCC 100.2, HOP-62 92.1, EKVX 161.9, MOLT-4 115.1 and HOP-92 98.0.
For COc1cccc(N2CCC(=O)NC2=S)c1 the results were CCRF-CEM 91.1, RPMI-8226 106.1, A549/ATCC 108.9, HOP-62 109.3, EKVX 103.0, MOLT-4 95.3, HOP-92 91.1 and SR 112.9.
`O=C(CSc1nc2ccccc2[nH]1)Nc1ccc(F)cc1` gave CCRF-CEM 92.2, RPMI-8226 87.7, A549/ATCC 94.7, HOP-62 83.0, EKVX 89.0, MOLT-4 102.1 and HOP-92 84.9.
CC(=O)OCC1OC(n2cnc3c(=O)[nH]cnc32)C(OC(C)=O)C1OC(C)=O (stereo not given) was read as CCRF-CEM 79.4&104.1, RPMI-8226 90.1&152.0, A549/ATCC 88.7&74.7, HOP-62 104.1&101.7, EKVX 101.5&107.8, MOLT-4 106.4&54.8, HOP-92 93.3 and SR 95.9&96.9.

Fetched by structure from the list above (2):
Screening C/C(O)=C(/N=Nc1ccc(-c2nc3ccc(C)c(S(=O)(=O)O)c3s2)cc1)C(=O)Nc1ccccc1 returned CCRF-CEM 112.3, RPMI-8226 116.8, A549/ATCC 100.2, HOP-62 92.1, EKVX 161.9, MOLT-4 115.1 and HOP-92 98.0.
CC(=O)OCC1OC(n2cnc3c(=O)[nH]cnc32)C(OC(C)=O)C1OC(C)=O (stereo not given) was read as CCRF-CEM 79.4&104.1, RPMI-8226 90.1&152.0, A549/ATCC 88.7&74.7, HOP-62 104.1&101.7, EKVX 101.5&107.8, MOLT-4 106.4&54.8, HOP-92 93.3 and SR 95.9&96.9.

(further entries)
COc1ccc(-c2c(-c3cc(OC)c(OC)c(OC)c3)nc3sc(C4CC4)nn23)cc1OC was read as CCRF-CEM 60.8, RPMI-8226 11.2, A549/ATCC 72.6, HOP-62 53.5 and SR 37.6.
Screening COc1ccc(Nc2nn3c(SCC(=O)c4ccc(C)cc4)nnc3s2)cc1 returned CCRF-CEM 98.1, RPMI-8226 98.0, A549/ATCC 96.6, HOP-62 90.8, EKVX 99.9, MOLT-4 85.4, HOP-92 83.4 and SR 68.9.
For CCOC(=O)C(F)C(=O)OCC the results were CCRF-CEM 80.0, RPMI-8226 107.7, A549/ATCC 76.1, HOP-62 96.7, EKVX 34.6, MOLT-4 85.7 and HOP-92 92.8.
Screening O=C1/C(=C/c2cc3cc4c(cc3nc2Cl)OCO4)SC(=S)N1Cc1ccco1 returned CCRF-CEM 85.8, RPMI-8226 87.4, A549/ATCC 98.1, HOP-62 94.9, EKVX 92.7, MOLT-4 85.8 and HOP-92 96.6.
CCSc1n[nH]c(=O)n1C was read as CCRF-CEM 101.0, RPMI-8226 93.8, A549/ATCC 93.7, HOP-62 108.4, EKVX 105.0, MOLT-4 83.4, HOP-92 102.2 and SR 77.4.
For CC12CCC3C4(C)COC(c5ccc(Cl)cc5)OC4CCC3(C)C1CC(C1=CCOC1=O)O2 (stereo not given) the results were CCRF-CEM 75.0, A549/ATCC 82.2, HOP-62 95.2, EKVX 63.8, MOLT-4 77.0, HOP-92 82.2 and SR 58.2.
C=C1c2nc3ccccc3n2C=C(c2ccc(OC)cc2)N1Cc1ccccc1 was read as CCRF-CEM 78.9, RPMI-8226 39.4, A549/ATCC 96.0, HOP-62 136.5, EKVX 62.6, MOLT-4 71.5, HOP-92 95.9 and SR 47.3.
Screening COc1ccc([N+](=O)[O-])cc1NS(=O)(=O)c1ccc(Cl)c([N+](=O)[O-])c1 returned CCRF-CEM 78.2, RPMI-8226 73.6, A549/ATCC 101.5, HOP-62 106.0, MOLT-4 91.6, HOP-92 102.9 and SR 81.0.
O=C(c1cc2ccccc2cc1O)N1CCCCC1 was read as CCRF-CEM 98.2, RPMI-8226 89.0, A549/ATCC 84.5, HOP-62 90.6, EKVX 108.0, MOLT-4 91.1, HOP-92 95.7 and SR 86.3.
`CC(=O)c1ccc(S(=O)(=O)NCCNc2nc(Nc3ccc(F)cc3)nc(N(C)C)n2)cc1` gave CCRF-CEM 102.2, RPMI-8226 109.2, A549/ATCC 117.6, HOP-62 104.1, EKVX 101.1, MOLT-4 107.9, HOP-92 145.1 and SR 94.1.
For COc1cc(OC)c(S(=O)(=O)NNC(=O)c2ccncc2)cc1C(=O)/C=C/c1cc(OC)c(OC)c(OC)c1 the results were CCRF-CEM 85.4, RPMI-8226 99.5, A549/ATCC 106.0, HOP-62 107.8, EKVX 98.8, MOLT-4 99.0, HOP-92 98.5 and SR 86.9.
`CC(=O)N1N=C(c2nc3ccccc3[nH]2)CC1c1cc(-c2cc3ccccc3o2)n(-c2ccccc2)n1` (stereo not given) gave CCRF-CEM 89.1, RPMI-8226 95.3, A549/ATCC 100.8, HOP-62 109.5, EKVX 94.4, MOLT-4 94.4, HOP-92 91.2 and SR 81.3.
Screening Cc1ccc(Nc2ncnc3c2c(C)nn3-c2ccc([N+](=O)[O-])cc2)cc1 returned CCRF-CEM 79.8, A549/ATCC 45.1, HOP-62 60.3, EKVX 67.8, MOLT-4 87.3, HOP-92 110.7 and SR 68.6.
For C=CCSC(C)(C)C(N)=O the results were CCRF-CEM 98.3, RPMI-8226 98.2, A549/ATCC 97.2, HOP-62 95.7, EKVX 100.6, MOLT-4 100.7, HOP-92 96.2 and SR 98.7.
CCc1ccccc1-n1c(-c2cccs2)cc(-c2ccccc2)c(C#N)c1=O was read as CCRF-CEM 79.7, RPMI-8226 96.0, A549/ATCC 114.6, HOP-62 101.6, EKVX 106.5, MOLT-4 120.5 and HOP-92 93.3.
`CN1CCN(CCNc2nccc(-c3c(-c4cccc(O)c4)nc4sccn34)n2)S1(=O)=O` gave CCRF-CEM 76.7, RPMI-8226 48.7, A549/ATCC 88.0, HOP-62 79.3, EKVX 99.1 and HOP-92 49.0.
CSc1nc(=O)[nH]c2c1nc(SC)n2-c1ccccc1 was read as CCRF-CEM 94.1, RPMI-8226 98.9, A549/ATCC 93.4, HOP-62 91.3, EKVX 105.2, MOLT-4 99.7, HOP-92 85.3 and SR 96.3.
`Cc1cc(O)c(C2=NN(c3ccc(S(N)(=O)=O)cc3)C(c3ccccc3O)C2)cc1Cl` (stereo not given) gave CCRF-CEM 12.9, RPMI-8226 15.4, A549/ATCC 3.2*, HOP-62 -3.5*, EKVX -2.4*, MOLT-4 -57.4* and HOP-92 5.5*.
Screening CC(=O)OC/C=C1/CC[C@H]2[C@@H]3CCC4=CC(=O)CC[C@]4(C)[C@H]3[C@@H](O)C[C@]12C returned RPMI-8226 119.4, A549/ATCC 101.5, HOP-62 100.2, EKVX 62.8, MOLT-4 100.7, HOP-92 106.4 and SR 92.7.
Screening NC(=O)C1C2C(=O)N(c3ccc(Cl)cc3)C(=O)C2C2c3ccccc3C=NN12 (stereo not given) returned CCRF-CEM 91.6, RPMI-8226 102.5, A549/ATCC 94.9, HOP-62 94.8, EKVX 108.2, MOLT-4 86.4, HOP-92 100.3 and SR 86.6.
Screening O=C(Cn1c(=O)sc2ccccc21)NNS(=O)(=O)c1ccccc1 returned CCRF-CEM 105.5, RPMI-8226 105.8, A549/ATCC 109.6, HOP-62 110.4, EKVX 105.1, MOLT-4 101.0, HOP-92 108.6 and SR 103.7.
Screening O=C(O)c1ccc(F)cc1F returned CCRF-CEM 98.7, RPMI-8226 101.3, A549/ATCC 110.8, HOP-62 107.0, EKVX 98.7, MOLT-4 109.0, HOP-92 83.0 and SR 100.4.
`CCOC(=O)CCOc1ccccc1` gave CCRF-CEM 98.4, RPMI-8226 102.8, A549/ATCC 101.9, HOP-62 107.0, MOLT-4 96.9 and SR 94.4.
`COc1ccc2[nH]c(-c3ccc(Cl)cc3)cc(=O)c2c1` gave CCRF-CEM 36.3, RPMI-8226 96.3, A549/ATCC 96.3, HOP-62 103.5, EKVX 95.2, MOLT-4 99.2, HOP-92 88.6 and SR 100.0.
`O=C(CCCn1c(O)c(/C=C2\C=Nc3ccccc32)sc1=S)NCCc1c[nH]c2ccccc12` gave CCRF-CEM 68.3, RPMI-8226 75.2, A549/ATCC 90.0, HOP-62 103.1, EKVX 80.3, MOLT-4 68.0, HOP-92 80.3 and SR 98.2.
Screening COc1ccccc1C(C(C(=O)c1ccccc1)N1CCOCC1)N1CCOCC1 (stereo not given) returned CCRF-CEM 93.5, A549/ATCC 103.7, HOP-62 107.1, EKVX 101.6, MOLT-4 98.4, HOP-92 98.4 and SR 86.1.
COc1ccc(OC)c2c1nc(N)c1c3ccccc3cn21 was read as CCRF-CEM 79.0, RPMI-8226 95.4, A549/ATCC 86.0, HOP-62 80.0, EKVX 81.2, MOLT-4 69.4 and HOP-92 80.8.
Screening O=c1[nH]c2ccc([N+](=O)[O-])cc2[nH]1 returned CCRF-CEM 95.5, RPMI-8226 100.5, HOP-62 106.1, EKVX 94.1, MOLT-4 98.9, HOP-92 92.9 and SR 91.3.
`O=C(/C=C/c1ccccc1)Nc1ncccc1OCc1cn(Cc2cccc(Cl)c2)nn1` gave CCRF-CEM 91.7, RPMI-8226 106.8, A549/ATCC 99.4, HOP-62 90.4, EKVX 102.1, MOLT-4 88.2, HOP-92 105.7 and SR 77.8.
`Cc1cc(Cl)cc(CN(Cc2ccccc2)Cc2c(O)ccc3ccccc23)c1O` gave CCRF-CEM 99.2, RPMI-8226 87.4, A549/ATCC 98.0, HOP-62 92.3, EKVX 99.0, MOLT-4 103.9, HOP-92 83.7 and SR 92.9.
CCOC(=O)c1cocc1C(=O)O was read as CCRF-CEM 74.1, RPMI-8226 113.6, A549/ATCC 101.4, EKVX 103.3 and MOLT-4 86.5.
`Cc1ccc(NC(=O)Cn2c(O)c(N=Nc3ccc(S(N)(=O)=O)cc3)c3ccccc32)cc1` gave CCRF-CEM 70.0, RPMI-8226 70.1, A549/ATCC 70.7, HOP-62 72.2, EKVX 94.9, MOLT-4 27.5, HOP-92 91.5 and SR 26.3.

This is a random part of the collection. About 12% of those tested had a hit in this group.
